Compound activity (PubChem BioAssay)
Vif-A3F inh – inhibitors of Vif-A3F interaction; HeLa A3F-eYFP + Vif (tagged APOBEC3F with the HIV-1 protein that degrades it), YFP fluorescence increase; Potency, µM (series often up to 46.1 µM), for the others: at the top dose activity, negative = active; actives 0.2% (n = 390,000); AID 602313; note: potency is the fitted concentration of half-maximal effect; % of control where 0% means no effect; nearly all actives have a fitted effect of over 65% in size
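HeLa cells stably expressing Vif plus C-terminally eYFP-tagged A3F were seeded, incubated overnight at 37 deg C, dosed with compound, incubated overnight again at 37 deg C. Yellow fluorescence (Ex 488/Em 500-530) reported blocked Vif-mediated A3F-eYFP degradation.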
LDHA block – LDHA (human) enzyme inhibition. activity change, % (values are at about 110 or 230 µM). purified LDHA, NADH/diaphorase-resazurin fluorescence; hits give low values. actives 0.15% (n = 480,000). P00338. AID 1347041; in the data active = activity change below about -30%; inconclusive = mostly about -25% to -30%;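 note: plate controls were DMSO wells for no effect and wells without enzyme for full effect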
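Enzyme activity of human lactate dehydrogenase 5 (2 nM; 0.06 mM NADH, 0.2 mM pyruvate, 5 min, RT) is measured via a resazurin/diaphorase fluorescence readout of residual NADH.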
RXFP1 ag – RXFP1 (human) receptor agonism. Q9HBX9. HEK293T-RXFP1 cAMP TR-FRET, 30 min; response scale: percent of porcine relaxin response, buffer zero. Potency, µM (highest dose often 57.5 µM), inactives show top-dose activation, hits mostly activators. actives 0.3% (n = 370,000). AID 2676; note: potency is the fitted concentration of half-maximal effect; % is set by controls: 0 for no effect and ±100 for the full control effect; nearly all actives have a fitted effect of over 60% in size; many of its hits are not listed in these tables
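HEK293T cells stably expressing RXFP1 were pretreated with the PDE4 inhibitor Ro 20174, exposed to compounds for 30 min at 37C, lysed, and cAMP was read by TR-FRET. Data normalized to buffer (basal) and 29 nM porcine relaxin (100%).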
TrxR1 substrate – rat thioredoxin reductase 1 substrate activity | O89049 | purified TrxR1 substrate turnover, NADPH consumption readout | Potency, µM (titrated, usually from 114 µM), inactives show at the highest dose activity change, negative = substrate turnover | actives 0.01% (n = 390,000); note: potency is the fitted concentration of half-maximal effect; % is set by controls: 0 for no effect and ±100 for the full control effect; nearly all actives have a fitted effect of over 50% in size
Target sequence (O89049 whole entry, looked up): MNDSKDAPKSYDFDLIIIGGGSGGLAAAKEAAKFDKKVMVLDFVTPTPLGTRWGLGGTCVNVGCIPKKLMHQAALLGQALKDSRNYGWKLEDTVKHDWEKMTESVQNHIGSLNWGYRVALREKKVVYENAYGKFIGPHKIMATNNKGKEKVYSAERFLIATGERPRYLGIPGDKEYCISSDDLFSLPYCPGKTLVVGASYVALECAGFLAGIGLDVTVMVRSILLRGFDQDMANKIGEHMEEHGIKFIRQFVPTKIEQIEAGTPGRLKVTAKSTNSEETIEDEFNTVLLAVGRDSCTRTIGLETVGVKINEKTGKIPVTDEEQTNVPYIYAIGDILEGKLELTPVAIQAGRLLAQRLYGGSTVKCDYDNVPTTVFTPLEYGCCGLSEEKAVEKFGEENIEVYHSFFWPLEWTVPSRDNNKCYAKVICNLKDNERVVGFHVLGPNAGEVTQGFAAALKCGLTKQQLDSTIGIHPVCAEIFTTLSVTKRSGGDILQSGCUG
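Rat TrxR1, dispensed at 90 nM, was prereduced with 400 uM NADPH (final) for 5 min at ~22 deg C, then incubated with compound 15 min before 400 uM selenite. A first-read NADPH fluorescence drop versus no-compound background flagged substrates.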
IDH1 R132H inh – inhibitors of human mutant IDH1 R132H. O75874. AID 602179. Potency, µM (series often up to 76.6 µM), without a hit: top-dose activity change, negative = inhibition, usual class: inhibitors. actives 0.093% (n = 390,000). IDH1-R132H enzyme, NADPH consumption, diaphorase/resazurin fluorescence; note: potency is the fitted concentration of half-maximal effect; % is set by controls: 0 for no effect and ±100 for the full control effect; nearly all actives have a fitted effect of over 65% in size
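IDH1-R132H (0.5 ug/mL) preincubated 30 min with compound, then NADPH (0.016 mM) and alpha-KG (2 mM) added; 80 min at RT, pH 7.5. Remaining NADPH coupled via diaphorase/resazurin to fluorescence (540/590 nm); concentration-response curves normalized to no-enzyme control.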
GRP78 ERSR act – induces the endoplasmic reticulum stress response in human glioma cells. AID 602332. Potency, µM, inactives show at the top dose activation, usual class: activators. U87-MG GRP78 promoter luciferase reporter, 16 h. actives 0.02% (n = 420,000); note: potency is the fitted concentration of half-maximal effect; series mostly up to about 76 µM; % of control where 0% means no effect; nearly all actives have a fitted effect of over 35% in size
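Stably transfected U87-MG human glioma cells carrying a GRP78-based luminescent sensor were seeded at 1000 cells/well, pin-dosed with compounds and incubated 16 h. Luciferase reagent was then added, and end-point luminescence was read after 10 min at room temperature.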
PI4K2A block – inhibitors of human PI4K2A | Q9BTU6 | purified PI4K2A, ADP-Glo luminescence, 1 h; hits give low values | activity change, negative = inhibition, % at 76.9 µM | actives 0.13% (n = 420,000) | AID 1346378; in the data active = activity change below about -50%; inconclusive = mostly about -30% to -49%;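 note: -100% = wells without enzyme as full effect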
Target sequence (Q9BTU6 whole entry, looked up): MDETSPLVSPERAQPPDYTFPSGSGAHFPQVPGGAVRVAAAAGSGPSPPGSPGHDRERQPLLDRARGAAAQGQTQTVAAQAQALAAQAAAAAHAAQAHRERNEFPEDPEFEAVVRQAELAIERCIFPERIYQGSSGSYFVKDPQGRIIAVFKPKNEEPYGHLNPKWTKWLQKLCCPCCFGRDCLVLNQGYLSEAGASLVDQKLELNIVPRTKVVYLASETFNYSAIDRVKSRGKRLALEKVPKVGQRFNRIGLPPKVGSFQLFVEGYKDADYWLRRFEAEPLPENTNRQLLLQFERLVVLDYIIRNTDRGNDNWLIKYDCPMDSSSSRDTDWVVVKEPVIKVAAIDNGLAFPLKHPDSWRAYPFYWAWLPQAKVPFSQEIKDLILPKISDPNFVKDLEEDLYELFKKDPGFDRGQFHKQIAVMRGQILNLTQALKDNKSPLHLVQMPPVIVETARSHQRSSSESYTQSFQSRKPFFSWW
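ADP-Glo luminescence measured ADP generated by PI4K2A enzyme (4 ug/mL before mixing) with 1.2 mM PI substrate (pre-mix) and 300 microM ATP (pre-mix). Tris pH7.5 buffer with MgCl2, Triton X-100; 1 h reaction at ambient temperature.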
USP1 inh – USP1/UAF1 (human) deubiquitinase inhibition. recombinant USP1/UAF1, Ub-Rhodamine cleavage fluorescence. Potency, µM (series often up to 57.1 µM), for the others: at the top dose activity change, negative = inhibition, hits mostly inhibitors. actives 0.23% (n = 390,000); note: potency is the fitted concentration of half-maximal effect; % is set by controls: 0 for no effect and ±100 for the full control effect; nearly all actives have a fitted effect of over 60% in size; inactives centre near -12
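USP1/UAF1 complex (1 nM) preincubated 15 min at room temperature with compound, then Ub-Rho substrate (150 nM final) added. Kinetic fluorescence at 480/540 nm over 6 reads at 60 s intervals; 50 mM HEPES pH 7.8, 0.5 mM EDTA, 0.1 mg/ml BSA, 1 mM TCEP, 0.01% Tween-20.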
Vif-A3G inh – Vif-A3G binding inhibition; HeLa A3G-eYFP + Vif (tagged APOBEC3G with the HIV-1 protein that degrades it), YFP fluorescence, overnight; Potency, µM (doses to about 46.1 µM), for inactives: top-dose activity, negative = active, usual class: inhibitors; actives 0.076% (n = 410,000); AID 602310;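 note: potency is the fitted concentration of half-maximal effect; % is set by controls: 0 for no effect and ±100 for the full control effect; nearly all actives have a fitted effect of over 60% in size; hits raise eYFP signal because A3G escapes Vif-driven loss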
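HeLa cells stably expressing Vif and C-terminally eYFP-tagged A3G, seeded overnight at 37 deg C, then exposed to compound by pintool overnight at 37 deg C. Rise in yellow fluorescence (Ex 488/Em 500-530, Acumen) marks blocked Vif-driven A3G degradation.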
Starred values were filed as active, the others as inactive; u = inconclusive; x = not tested or not shown; & = joins results of further samples; [ ] = remark or other dose. Unless noted, calls come from the whole dose curve; as a rule, active = well fitted curve in the direction sought with a large enough effect; inconclusive = small, poorly fitted or top-dose-only effect, or another doubt; inactive = no such curve, though single readings can be large; an effect the other way counts as inactive or inconclusive.

SMILES	Vif-A3F inh	LDHA block	RXFP1 ag	TrxR1 substrate	IDH1 R132H inh	GRP78 ERSR act	PI4K2A block	USP1 inh	Vif-A3G inh
CCCc1nc(SCC(=O)N2CCc3ccccc3C2)c2ccccc2n1	5.8%	-3.3	u	3.6%[57.1 µM]	0.7%	-4.4%	1.5	-21.9%	-14.5%
Cc1cc(C)n(-c2nc(-c3ccc(Cl)c(Cl)c3)cs2)n1	2.0%	-5.1	2.0%	0.1%	2.4%	2.3%	-7.5	-1.2%	-0.5%
Cc1c(CCO)sc[n+]1CC(=O)OC12CC3CC(CC(C3)C1)C2	2.3%	-3.1	0.1%	5.8%	7.2%	-4.3%	0.4	-19.2%	0.0%
CC(=O)Nc1ccc(C(=O)N2CCCCC2c2cc(C(=O)Nc3ccccc3)no2)cc1 (stereo not drawn)	x	-4.2	x	x	x	0.1%	-1.3	x	-1.8%
Cc1cnc(=O)[nH]c1SCc1ccc(C(F)(F)F)cc1	-21.1%	-2.1	0.1%	-1.9%	-6.2%	u	0.6	-14.4%	1.2%
O=C(Nc1ccccn1)C1CCN(S(=O)(=O)c2ccc(Cl)cc2)CC1	-3.5%	-2.0	-0.2%	-6.9%[57.1 µM]	-7.1%	6.9%	-1.1	5.5%	-0.5%
CCCn1cc(CN2CCCC(C(=O)c3ccc4c(c3)OCO4)C2)c(C)n1 (stereo not drawn)	0.1%	-0.6	1.3%	-8.5%	0.2%	5.0%	1.9	-22.9%	-0.7%
COc1ccc(C2c3c(oc4ccccc4c3=O)C(=O)N2Cc2ccc3c(c2)OCO3)cc1 (stereo not drawn)	-2.6%	-10.0	-4.6%	3.2%	-10.6%	-4.7%	2.7	1.5%	4.0%
C[C@H]1CN([C@@H](C)CO)C(=O)CCCn2nncc2CO[C@@H]1CN(C)Cc1ccc2c(c1)OCO2	0.5%	-0.3	x	x	-3.1%	-1.2%	0.9	2.4%	-1.0%
CN(CC(=O)Nc1cccc(F)c1)CC(=O)Nc1cccc(S(=O)(=O)N2CCCCCC2)c1	0.6%	-0.3	2.1%	-0.2%	-1.7%	-3.3%	-5.3	-24.5%	-6.3%
O=C(c1cc(S(=O)(=O)N2CCCC2)c(Cl)cc1Cl)N1CCCC1	1.4%	-5.2	2.6%	0.6%	-1.5%	-3.2%	-2.2	-0.9%	1.0%
CCCN(CCC)C(=O)Cn1c(=O)n(-c2ccc(OC)cc2)c(=O)c2ccc(C(=O)NCc3ccc(C)cc3)cc21	0.7%	-6.7	15.8%	0.6%	-3.0%	-3.6%	2.3	-11.6%	-1.5%
CCOC(=O)C1CCN(C(c2ccc(SC)cc2)c2c(O)cc(C)n(Cc3ccco3)c2=O)CC1 (stereo not drawn)	-2.6%	2.3	6.9%	-6.0%[57.1 µM]	20.0%	2.1%	-1.9	-18.4%	0.3%
O=C(O)Cc1ccc(NC(=O)Nc2ccc3c(c2)OCO3)cc1	-6.1%	3.4	1.9%	-8.7%	-13.2%	1.9%	-6.2	-5.0%	1.1%
Cc1ccc2[nH]c(=O)c(NC(N)=S)nc2c1	4.3%	4.2	-5.0%	0.2%	0.2%	-6.2%	8.1	-4.5%	2.6%
COc1cc(OC)c(OC)cc1CN1CCN(C(=O)CC(C)C)CC1	-6.6%	-5.0	1.0%	-1.8%[57.1 µM]	0.0%	-4.7%	3.1	-13.7%	-0.3%
CCOC(=O)N1CCN(C(=O)c2ccc(C)c(S(=O)(=O)Nc3ccccc3)c2)CC1	0.3%	-8.6	0.0%	-6.4%	3.9%	-3.7%	11.2	2.2%	-8.2%
COc1ccc(N(CC(=O)NCc2cccnc2)S(=O)(=O)c2ccc(C)c([N+](=O)[O-])c2)cc1	-1.4%	-7.3	-0.6%	-3.2%[57.1 µM]	7.9%	1.9%	-0.6	-24.6%	-2.7%
COCCn1c(SCc2cccc([N+](=O)[O-])c2)nc2ccccc2c1=O	1.5%	-1.2	5.6%	4.6%	-10.4%	-2.0%	4.5	-23.5%	-8.7%
Cc1cc(C)n(CC(C)NC(=O)c2cc(COc3ccc(F)c(F)c3)on2)n1 (stereo not drawn)	-1.5%	-1.5	0.0%	-9.6%	-3.8%	4.6%	4.7	-21.6%	-0.4%
CC1CCN(C(=O)c2ccc(S(=O)(=O)Cc3cccc(F)c3)c([N+](=O)[O-])c2)CC1	-3.9%	-4.9	1.4%	2.9%	0.5%	1.2%	16.2	-22.1%	-4.8%
Cn1nccc1C(=O)Nn1cnnc1	-11.6%	-7.4	0.2%	-9.5%	-2.3%	-2.9%	-10.3	-2.5%	-5.7%
Cc1ccsc1/C=N/NC(=O)c1cccs1	5.1%	-3.7	0.4%	4.5%[57.1 µM]	6.6%	6.4%	4.7	-9.6%	-2.5%
COc1ccccc1CNS(=O)(=O)c1cc(C(=O)NCC2CCCO2)c(Cl)cc1Cl (stereo not drawn)	-1.6%	-5.0	x	0.6%	11.9%	-3.3%	-1.0	-3.6%	3.6%
Cc1cccc(NC(=O)c2cc3c(C)nn(-c4ccccc4)c3s2)c1	0.1%	-1.1	2.3%	5.3%	-2.8%	-3.1%	-3.7&0.8	-29.3%	4.0%
CC(C)(C)c1ccc(C(=O)N2CCC(C(=O)NCCC3=CCCCC3)CC2)cc1	2.7%	0.3	0.2%	1.8%[57.1 µM]	12.5%	0.6%	3.7	-20.8%	-0.4%
O=C(CCNS(=O)(=O)c1ccc(Br)cc1)NC1CCN(Cc2ccccc2)CC1	-5.2%	-6.7	-0.3%	-4.8%	0.8%	-1.9%	-2.0	3.2%	0.6%
Cc1cccc(OCCSc2nc3ncnc(N)c3[nH]2)c1	9.8%	-9.2	-2.0%	-2.4%[57.1 µM]	-2.9%	-6.9%	2.4	-13.9%	7.5%
CC(C)(C)c1ccc(C(=O)Nc2ccc(C(=O)N3CCOCC3)cc2)cc1	2.2%	-0.2	5.6%	-13.2%	5.6%	-0.3%	3.8	-8.5%	-0.2%
COc1ccccc1C(=O)NNC(=O)c1cccc(Cl)c1	-4.3%	0.4	0.6%	4.5%	4.3%	-9.9%	-5.1	-18.1%	1.1%
Cc1ccc(/C=C/C(=O)c2ccccc2O)cc1	14.6%	-3.3	-2.4%	-1.6%	13.8%	7.0%	-11.4	-5.6%	-17.1%
O=C(/C=C/c1ccco1)Nc1cccc(C(=O)Nc2ccccc2C(=O)O)c1	1.1%	u	0.1%	-7.9%	13.2%	0.7%	-15.0	-18.7%	-6.5%
CC(c1ccccc1)n1cc(C(=O)NCC2COc3ccccc3O2)nn1 (stereo not drawn)	x	-6.8	0.0%	6.1%	3.8%	-3.4%	2.3	5.8%	0.7%
Cc1cccc(C)c1-n1nnnc1SCC(=O)c1c(N)n(C2CC2)c(=O)[nH]c1=O	u	-4.2	x	-2.6%	0.0%	-2.5%	5.9	-20.1%	-15.3%
O=C(NCCCC1CCCC1)C1CCC(=O)N(Cc2cccc(F)c2)C1 (stereo not drawn)	2.4%	-0.6	1.5%	10.9%	0.0%	-6.0%	-1.6	-22.6%	0.1%
Cc1ccc(C(=O)NCC2CCCN2S(=O)(=O)c2ccc(C)cc2)cc1 (stereo not drawn)	4.5%	-2.7	5.4%	-2.9%[57.1 µM]	22.2%	-3.2%	-4.0	-0.4%	1.4%
CCCCOc1ccc(C2(C(=O)O)CCCC2)cc1	4.7%	-5.4	0.4%	5.4%[57.1 µM]	1.5%	4.4%	-0.8	-14.4%	2.2%
Cc1ccc(/C=C2\SC(=S)N(C3CCS(=O)(=O)C3)C2=O)o1 (stereo not drawn)	0.0%	7.3	-3.8%	-18.3%	-5.0%	-8.0%	-7.6	u	-18.5%
Cc1ccc(C)c(Cn2cnc3c(nnn3-c3ccc(F)cc3)c2=O)c1	-9.4%	-7.0	0.8%	-4.6%	3.9%	-3.6%	-0.2	-6.8%	-0.8%
Cc1cc(C)cc(C(N)=Nc2cccc(C#N)c2)c1	-5.8%	-3.2	1.3%	4.4%	1.1%	-2.3%	6.6	-23.8%	-7.4%
COc1ccccc1-c1nc(SCC(=O)NCc2ccc(C)cc2)c2c(=O)n(C)c(=O)n(C)c2n1	-19.8%	-0.2	14.3%	-1.5%[57.1 µM]	10.6%	-4.4%	-1.3	-17.0%	-6.4%
COC(=O)CCC(=O)Nc1ccc(S(=O)(=O)N2CCc3ccccc32)cc1	-8.2%	-10.0	1.0%	-5.3%	25.3%	-2.7%	3.1	1.6%	0.9%
C[C@@H]1CN([C@@H](C)CO)C(=O)CCCn2nncc2CO[C@@H]1CN(C)S(=O)(=O)c1ccc(Cl)cc1	-14.7%	-13.0	x	x	-9.2%	-3.7%	-0.3	u	-0.3%
CCN(c1ccccc1)S(=O)(=O)c1ccc(OC)c(NC(=O)c2cccs2)c1	-1.5%	-4.2	-0.6%	4.1%[57.1 µM]	10.1%	-1.9%	1.9	-14.5%	-11.9%

Some of the compounds tested, so the mix of outcomes need not match the whole.
